Assay outcomes from PubChem.
PNC inhibitor = blocks assembly of the perinucleolar compartment; 3.1% of 140,000 active; activity change (PNC), negative = inhibition, % at 10 µM; AID 2417; PC3M PTB-GFP, PNC prevalence imaging, 16 h; hits give low values;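 active means readout at or below -70, meaning at least 70% loss of cells showing the perinucleolar compartment, a nuclear body marking cancer cells; inconclusive means readout between -30 and a set limit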;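 further: plate controls were DMSO wells for no effect and camptothecin positive control wells for full effect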
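PC3M cells stably expressing PTB-GFP, 750–1000 cells/well, treated 16 h at 37 °C with compound (23 nl of library stock), in duplicate. After paraformaldehyde fixation and Hoechst stain, imaged at 20x; PNC prevalence scored by image analysis.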
IMPase inh = IMPase inhibition in cells | P97697 | CHO-M1 cells, IP1 accumulation, HTRF TR-FRET ratio | inhibition (IP1 accumulation), % at 46.1 µM | 120,000 tested, under 10 active | AID 901; active means well fitted curve in the direction sought with a large enough effect in the signal ratio, not every such curve was filed as active; inconclusive means small, poorly fitted or top-dose-only effect, or a change in a side signal; inactive means no such curve, though single readings can be large or run the other way; the % refers to the signal ratio;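 further: cells stimulated with carbachol in lithium chloride buffer; plate controls were DMSO basal wells for no effect and reference inhibitor wells for full effect; higher means more IMPase inhibition seen as more IP1 and lower FRET ratio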
Target sequence (P97697 whole entry, looked up): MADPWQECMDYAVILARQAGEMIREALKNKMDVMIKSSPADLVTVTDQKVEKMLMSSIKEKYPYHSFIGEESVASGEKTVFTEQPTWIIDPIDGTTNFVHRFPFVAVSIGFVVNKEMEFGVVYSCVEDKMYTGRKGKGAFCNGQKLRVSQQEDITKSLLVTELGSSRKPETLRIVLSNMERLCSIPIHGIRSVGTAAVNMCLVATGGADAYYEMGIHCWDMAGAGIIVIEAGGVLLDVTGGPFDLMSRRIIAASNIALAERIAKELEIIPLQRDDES
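Cellular IMPase inhibition is scored as a rise in cytosolic IP1, detected by competitive TR-FRET between d2-labelled IP1 and a europium anti-IP1 antibody. M1-expressing CHO cells were stimulated with carbachol for 30 min at 37C, with lithium (50 mM LiCl) present in the buffer.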
15-hLO-2 inh = 15-hLO-2 (ALOX15B) enzyme inhibition. O15296. purified 15hLO-2, xylenol orange hydroperoxide absorbance. Potency, µM (highest dose often 57.1 µM), inactives show at the highest dose activity change, negative = inhibition, actives largely listed as inhibitors. 0.56% of 110,000 active. AID 881; further: potency means the concentration at half of the fitted maximal effect; nearly all actives have a fitted effect of over 60% in size; many of its hits are not listed in these tables
Target sequence (O15296 whole entry, looked up): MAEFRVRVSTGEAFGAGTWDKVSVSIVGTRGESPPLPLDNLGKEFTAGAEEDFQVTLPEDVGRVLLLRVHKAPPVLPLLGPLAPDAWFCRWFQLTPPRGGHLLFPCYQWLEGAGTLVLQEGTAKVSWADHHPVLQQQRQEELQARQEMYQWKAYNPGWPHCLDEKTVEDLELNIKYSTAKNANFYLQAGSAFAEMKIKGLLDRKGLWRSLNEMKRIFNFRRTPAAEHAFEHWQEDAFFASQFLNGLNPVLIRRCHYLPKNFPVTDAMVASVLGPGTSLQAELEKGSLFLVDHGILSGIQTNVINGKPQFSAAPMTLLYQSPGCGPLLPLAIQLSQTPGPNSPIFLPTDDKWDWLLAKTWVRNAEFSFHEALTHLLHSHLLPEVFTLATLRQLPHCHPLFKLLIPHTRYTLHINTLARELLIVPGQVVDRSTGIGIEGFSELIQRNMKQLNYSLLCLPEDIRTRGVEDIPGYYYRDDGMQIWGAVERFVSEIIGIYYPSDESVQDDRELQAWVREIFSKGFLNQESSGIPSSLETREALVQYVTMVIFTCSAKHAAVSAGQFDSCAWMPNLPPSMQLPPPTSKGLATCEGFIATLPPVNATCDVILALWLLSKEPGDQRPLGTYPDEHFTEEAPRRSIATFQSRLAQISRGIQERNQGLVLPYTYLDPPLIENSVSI
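Screening format was qHTS against 50 nM purified 15hLO-2 in Hepes pH 7.5 with detergent. Activity follows hydroperoxide formation from 45 uM arachidonic acid, measured as 573:405 nm absorbance ratio of the ferric-xylenol orange complex.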
12-hLO inh = 12-hLO (ALOX12) enzyme inhibition; P18054; purified 12-hLO, xylenol orange hydroperoxide absorbance; Potency, µM (highest dose often 57.1 µM), for the others: top-dose activity change, negative = inhibition, actives largely listed as inhibitors; 0.12% of 150,000 active; AID 1452; further: potency means the concentration at half of the fitted maximal effect; nearly all actives have a fitted effect of over 55% in size; many of its hits are not listed in these tables
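Lipoxygenase turnover measured by absorbance at 573 and 405 nm after Fe-XO development. Human 12hLO 150 nM, arachidonate 40 uM, pH 7.0 Hepes buffer with detergent; 15 min compound preincubation, 30 min reaction.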
* marks the source's active call; other numbers are inactive results; ? = inconclusive; · = no result given; [ ] = remark or other dose. Unless noted, the call rests on the fitted dose curve; in most records, active means well fitted curve in the direction sought with a large enough effect; inconclusive means small, poorly fitted or top-dose-only effect, or another doubt; inactive means no such curve, though single readings can be large; an effect the other way counts as inactive or inconclusive. Unless noted, on the % scale 0 is the no-effect control and ±100 the full control effect. An excerpt; rates above refer to the full screens.

The line under a structure holds: PNC inhibitor, IMPase inh, 15-hLO-2 inh, 12-hLO inh
> O=C(CCc1nc(-c2ccccc2F)no1)NCCc1ccccc1Cl
    -26, -9, -2%, -14%
> CCn1c(SCC(=O)Nc2ccc3c(c2)OCCO3)nnc1-c1cccs1
    20, 2, -8%, -2%
> O=C(NCc1ccc2c(c1)OCO2)c1cccc([N+](=O)[O-])c1
    -15, 12, -1%, 2%
> Nc1cc(-c2ccccc2)nn1S(=O)(=O)c1ccc(F)cc1
    34, 16, 1%, -17%
> O=C(Nc1ccc(Cl)cc1C(=O)Nc1ccccn1)c1ccco1
    12, 11, 1%, -5%
> COc1ccc(C(=O)Nc2ccc(/C(C)=N/NC(=O)c3ccccc3O)cc2)cc1OC
    159, ·, ·, -5%
> c1csc(CNc2ncncc2-c2ccc3c(c2)OCO3)c1
    ·, ·, 4%, 2%
> CCN(CC)CCCNc1oc(-c2ccc(OC)c(OC)c2)nc1C#N
    36, 3, 18%, -4%
> Cc1ccccc1/C=N/NC(=O)Cn1nnc(N)n1
    ?, ·, ·, 4%
> Cc1c(-c2cccs2)[n+](=O)c2c(n1[O-])CCC2
    -15, -8, -1%, -3%
> COc1ccc(C(=O)/C=C/c2ccc(OC)c(COc3ccc(F)cc3)c2)cc1
    11, -1, -1%, -6%
> O=C(NCc1ccccn1)c1cc2cc(Br)ccc2oc1=O
    -14, 13, -5%, -2%
> CCN(CC)c1nc(Oc2ccc(=O)[nH]n2)nc(N2CCOCC2)n1
    -14, ·, ·, 2%
> CCOc1ccc(NC(C)=O)cc1N
    ·, ·, -10%, 4%
> CCC(C)(C)NC(=O)C(OC(=O)c1ccco1)c1ccccc1OC (stereo not given)
    ?, 10, -1%, 1%
> Cc1ccc(NC(=O)CCN2C(=O)CSC2=O)cc1
    -17, 1, ·, 0%
> Cc1ccc(C2=[N+]([O-])C(C)(C)N(O)C2(C)C)cc1
    -14, ·, ·, -5%
> O=C(N/N=C\c1c(O)ccc2ccccc12)c1ccc(Cn2cccn2)o1
    -15, ·, ·, -11%
> COCCn1c(=O)c(-c2ccc(F)cc2)nc2cncnc21
    ·, ·, 2%, -1%
> O=C(CNC(=O)Cn1cnc2sc3c(c2c1=O)CCCC3)NCc1ccccn1
    -12, -2, -4%, 2%
> O=C(Nn1cnnc1)c1csc2ccccc12
    ?, 11, -7%, -6%
> O=C(O)COc1cccc(NC(=O)c2ccccc2)c1
    -30, -2, 0%, 0%
> CCN1C(=O)C(CC(=O)N2CCN(C(c3ccccc3)c3ccccc3)CC2)N(CC)C1=O (stereo not given)
    19, -1, 3%, -5%
> CCN(Cc1ccccc1)C(c1cc2cc(C)cc(C)c2[nH]c1=O)c1nnnn1CCOC (stereo not given)
    -12, 7, 15%, -5%
> COc1ccc(N/N=C(\C#N)C(N)=O)cc1
    ?, 15, ·, 0%
> CC(C)c1nnc(NC(=O)CN2C(=O)c3ccccc3C2=O)s1
    -28, -13, -4%, -1%
> COc1cc(-c2nnc(COC(=O)C3c4ccccc4Oc4ccccc43)o2)cc(OC)c1OC
    29, 16, -3%, -15%
> CC(C)c1ccc(NC(=O)CSc2ncccc2C(=O)Oc2cccc([N+](=O)[O-])c2)cc1
    9, 9, ·, -18%
> COC(=O)C1=NNCC12CC(=O)N(c1ccc(Br)cc1)C2=O (stereo not given)
    ?, ·, ·, -2%
> Cc1onc(-c2c(F)cccc2Cl)c1C(=O)Nc1cccc(Cn2cccn2)c1
    ?, ?, -2%, -3%
> CCOC(=O)C1CCN(Cc2ccc(F)cc2)CC1
    ?, ·, ·, -3%
> CC(=O)OC(C(=O)NC1CCCCC1)c1ccccc1 (stereo not given)
    -26, 7, 1%, 1%
> C/C(=N/OCO/N=C(\C)c1ccccc1)c1ccccc1
    -16, 8, ·, -2%
> O=C(Nc1ccccc1)c1ccccc1CCc1ccccc1
    -6, 9, 4%, 0%
> O=C(c1cnccn1)N1CCC2(CC1)CN(c1ccncc1)C2
    ·, ·, -2%, 6%
> COC(=O)c1ccc(CSc2nnc(NC(=O)C3CCCO3)s2)cc1 (stereo not given)
    ?, 12, -11%, -1%
> C/C(=C\C(=O)c1ccccc1)Nc1ccc(N2CCOCC2)cc1
    -21, 2, -15%, ?
> O=C1CCC(=O)N1CCC(c1ccc(F)cc1)c1ccco1 (stereo not given)
    27, -3, -4%, -2%
> Cc1nnc(C)n1/N=C/c1cc(Br)ccc1O
    ?, -9, -1%, -9%
> CCCc1nc2ccccc2c(C(=O)OCC(=O)NCc2ccc3c(c2)OCO3)c1CC
    -18, ·, ·, -3%
> CCn1c(SC)nc2c(c1=O)SC(C)C2 (stereo not given)
    ?, 12, -2%, -1%
> COc1cnc(-c2ccccc2)nc1Oc1cccc(C)c1C
    21, 7, 11%, -3%
> COc1cccc2cc(C(=O)N(C)C)c(=O)oc12
    -13, 1, 1%, -2%
> Cc1ccc(S(=O)(=O)N=Nc2c(O)[nH]c3ccccc23)cc1C
    31, -5, -12%, 1%
> CCN(CC)S(=O)(=O)c1ccc(C(=O)NCCSc2c[nH]c3ccccc23)cc1
    34, ·, ·, -16%
> O=C(Nc1cc(=O)[nH]c2ncnn12)c1ccccc1Cl
    44, 2, -2%, -7%
> CCOCCCNc1nc2ccccc2[nH]1
    ?, 10, 12%, 1%
> Cc1ccc(-n2cc(-c3ccccc3)c3c(NN4CCOCC4)ncnc32)cc1
    ?, ·, ·, -3%
> O=C(NC(=S)NNC(=O)c1ccccc1[N+](=O)[O-])c1ccccc1
    3, -13, ·, -25%
> CCOc1cc(C2CC(=O)Nc3cc(C)c(C)cc32)ccc1O (stereo not given)
    -139*, 1, -4%, 2%
> COc1ccc2nc(NC(=O)Cc3ccc(OC)c(S(=O)(=O)N4CCOCC4)c3)sc2c1
    5, 11, 16%, -2%
> CCN(CC)c1ccc(C(=O)OCC(=O)Nc2sccc2C#N)cc1
    14, -14, ·, 0%
> O=C(c1cc(NC(=O)C23CC4CC(CC(C4)C2)C3)cc(NC(=O)C23CC4CC(CC(C4)C2)C3)c1)N1CCCCC1
    -97*, 1, ·, 7%
> Cc1ccccc1NC(=O)c1cc(S(=O)(=O)N2CCCCC2)cs1
    -6, 8, -7%, 7%
> COc1ccc(C)cc1S(=O)(=O)NC1CCCCC1C (stereo not given)
    -20, 7, -1%, -5%
> CCOC(=O)N1CCN(CC(O)COc2c(OC)cccc2OC)CC1 (stereo not given)
    1, 2, 5%, -1%
> Cc1ccc(C2CC(=O)Oc3ccc(C(C)(C)C)cc32)cc1 (stereo not given)
    ·, ·, -6%[0.0915 µM], -7%[0.00818 µM]
> CCCC(C)NS(=O)(=O)c1ccc(OC)c(C)c1 (stereo not given)
    ?, -7, -1%, 0%
> CCOC(=O)C(Sc1ncnc2c1sc1nc(N3CCOCC3)c3c(c12)CCCC3)c1ccccc1 (stereo not given)
    -6, 11, -4%, -2%
> Cc1cc2c(cc1C)NC(CC(=O)NCc1ccccc1)C(=O)N2 (stereo not given)
    -11, 5, ·, 4%

Next part.
The line under a structure holds: PNC inhibitor, IMPase inh, 15-hLO-2 inh, 12-hLO inh
> CCO/C=C1\N=C(c2ccc(F)cc2)OC1=O
    138, 4, ·, -2%
> O=C1CCCC/C1=C/Nc1ccc2c(c1)OCO2
    7, 3, -13%, ?
> O=C(O)C1CC(O)CN1C(=O)c1ccco1 (stereo not given)
    ?, -3[1.84 µM], 2%[11.4 µM], 3%
> Cn1c(=O)nc2n(Cc3ccccc3)c3cccc(Cl)c3cc-2c1=O
    -15, -9, ·, -5%
> COc1ccc(Oc2ncc3nc(C)c(=O)n(CCc4ccccc4)c3n2)cc1
    ·, ·, -3%, 0%
> CCCCNC(=S)N/N=C1\C(=O)c2cccc3cccc1c23
    21, -12, 3%, -1%
> COCCOC(=O)c1c(NC(=O)CN2CCCc3ccccc32)sc(C(N)=O)c1C
    ?, 1, ·, 0%
> O=C1CC(c2ccccc2)n2nc(N3C(=O)CCC3=O)nc2N1 (stereo not given)
    25, 4, -9%, 1%
> CCOC(=O)c1nc(NCc2cccnc2)c2ccccc2n1
    ?, ?, -10%[11.4 µM], -7%
> COc1ccc(C(=O)Nc2ccc(OC)c(OC)c2)cc1
    20, -1, -2%, -1%
> O=C(CSc1n[nH]c(=O)[nH]c1=O)c1ccccc1
    -27, 3, 1%, 8%
> CCOC(=O)C1C(c2ccc(O)c(O)c2)NC(=S)NC1(O)C(F)(F)F (stereo not given)
    3, ·, ·, -6%
> C/C(Cl)=C\Cn1c(N2CCCCCC2)nc2c1c(=O)n(C)c(=O)n2C
    -16, 14, -5%, -4%
> CCOc1cc(CNc2ccc(N(C)C)cc2)cc(Br)c1OCC(=O)NC(C)(C)C
    ?, ?, ?, -5%
> CN(CC(=O)Nc1sccc1C#N)Cc1ccccc1
    -17, ·, ·, 1%
> CCCCn1c(SCC(=O)NCCc2ccc(OC)c(OC)c2)nc2c1c(=O)n(C)c(=O)n2C
    39, 3, -3%, -6%
> CCOc1cc(-c2c(C)c(CC)nc(N)c2C#N)ccc1O
    ?, -9, 0%, -3%
> Cc1ccc(C(=O)C2=C(O)C(=O)N(CCCN3CCOCC3)C23C(=O)N(C)c2ccccc23)o1 (stereo not given)
    50, -13, 1%, -8%
> Cn1c(Cl)c(/C=N/OC(=O)c2ccc(Cl)cc2)c2ccccc21
    15, -3[1.84 µM], 12%[11.4 µM], 3%
> N#Cc1c(-c2ccccc2Cl)cc(C2CC2)nc1N
    -11, 8, -15%, -7%
> Cn1nc(-c2ccccc2)c(-c2nc(-c3cccc(Cl)c3)no2)c1Cl
    12, -8, 7%, -3%
> COCc1cc(C)nc(Nc2ccc(C)c(C)c2)c1C#N
    -6, ?, -5%, -4%
> COc1ccc(C2Nc3ccc4ccccc4c3-c3c2c(=O)oc2ccccc32)cc1 (stereo not given)
    ?, -7, -27%, -2%
> COC(=O)c1cc(OC)c(OC)cc1NC(=S)N1CCCC(CO)C1 (stereo not given)
    ?, -1, 2%, 0%
> COc1cc(NC(=O)C2CC(=O)NC3=C2C(=O)CCC3)c(OC)cc1Cl (stereo not given)
    -5, 2, ·, 4%
> Cc1ccc(NC(=O)c2cc(N(C)C)ccc2[P+](=O)O)cc1
    14, 3, 5%, -5%
> O=C(COC(=O)/C=C/c1ccccc1[N+](=O)[O-])Nc1ccc(OC(F)F)cc1
    -11, ·, ·, 3%
> CCCCN(CC)CCCNC(=O)c1cc2cc3ccc(OC)cc3nc2o1
    72, -6, 16%, 0%
> Cc1ccc(C)c(OCC(=O)NCCN(C)C)c1
    -3, -1, 13%, 4%
> COc1cc(NC(=O)C2CC(c3cccc(OC)c3OC)=NO2)cc(OC)c1OC (stereo not given)
    6, -3, -15%, 5%
> Cc1ccc(S(=O)(=O)N2CCN(CC(=O)N/N=C/c3ccco3)CC2)cc1
    20, ·, ·, 0%
> CC1C(c2ccccc2)=[N+]([O-])C2(CCCCC2)N1O (stereo not given)
    -12, -11, -26%, -3%
> COc1ccc(-c2nn(-c3ccccc3)cc2/C=N/NC(N)=S)cc1OC
    -112*, ·, ·, ?
> NS(=O)(=O)c1ccc(NC(=O)Cn2ncc3c2-c2ccccc2OC3)cc1
    18, -2, 1%, 8%
> COc1ccc2oc(C(=O)OCC(=O)c3ccc4c(c3)OCCO4)c(C)c2c1
    -27, 10, -2%, -3%
